High-throughput results deposited in PubChem by National Center for Advancing Translational Sciences (NCATS).
PTHR1 ag: qHTS for PTHR1 Agonists: Primary Screen; Parathyroid hormone/parathyroid hormone-related peptide receptor (Homo sapiens), Q03431; HEK293 GP2 PTHR1 cells, GloSensor cAMP luminescence, 1 h; Potency, µM (doses to about 115 µM), inactives show top-dose activation, most hits filed as activators; hit rate 0.075% among 410,000; AID 743266, 2014; further: potency means the concentration at half of the fitted maximal effect; nearly all actives have a fitted effect of over 55% in size; some results filed as inactive show a strong effect at the top dose; inactives centre near -15; many of its hits are not listed in these tables
Target sequence (Q03431 whole entry, looked up): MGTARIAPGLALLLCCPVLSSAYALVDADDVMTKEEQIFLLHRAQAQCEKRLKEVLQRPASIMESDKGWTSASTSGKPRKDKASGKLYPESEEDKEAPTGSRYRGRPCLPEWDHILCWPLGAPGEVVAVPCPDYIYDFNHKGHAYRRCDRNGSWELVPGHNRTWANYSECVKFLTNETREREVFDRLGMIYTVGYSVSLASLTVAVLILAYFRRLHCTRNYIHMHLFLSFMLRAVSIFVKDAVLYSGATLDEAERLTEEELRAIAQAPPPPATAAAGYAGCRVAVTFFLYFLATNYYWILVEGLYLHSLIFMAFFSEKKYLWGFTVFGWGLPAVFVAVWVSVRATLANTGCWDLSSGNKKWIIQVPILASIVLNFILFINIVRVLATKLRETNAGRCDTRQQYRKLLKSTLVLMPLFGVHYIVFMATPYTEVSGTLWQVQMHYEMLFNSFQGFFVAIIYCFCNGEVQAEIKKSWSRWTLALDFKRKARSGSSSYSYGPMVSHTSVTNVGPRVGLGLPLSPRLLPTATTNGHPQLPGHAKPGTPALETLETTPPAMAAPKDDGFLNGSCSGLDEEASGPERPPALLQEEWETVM
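HEK-293-derived GP2 cells expressing PTHR1 and a GloSensor cAMP reporter, 3,000/well, plated overnight, given luciferin plus IBMX (each 0.5 mM as added) for 1 h at 37 °C, then compound for 1 h at 37 °C. Luminescence was read after 15 min at room temperature.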
EPAC2 agonist: qHTS for Agonist of cAMP-regulated guanine nucleotide exchange factor 4 (EPAC2): primary screen | Rap guanine nucleotide exchange factor 4 (Homo sapiens), Q8WZA2 | EPAC2 activation, biochemical qHTS; response scale: 100% = 6.5 mM cAMP response | Potency, µM (top dose mostly 154 µM), for inactives: at the top dose activation, most hits filed as activators | hit rate 0.079% among 360,000 | AID 720711, 2013; further: potency means the concentration at half of the fitted maximal effect; nearly all actives have a fitted effect of over 50% in size
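Readout is BODIPY fluorescence (480 nm excitation, 540 nm emission), which falls as labeled GDP is exchanged off Rap1B. EPAC2 at 100 nM acted on 250 nM RAP1B-BODIPY-GDP with 50 uM GDP present.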
DRD3 antagonist: qHTS of D3 Dopamine Receptor Antagonist: qHTS | max response, negative = inhibition, % | hit rate 2.5% among 360,000 | D(3) dopamine receptor (Homo sapiens), P35462 | AID 652054, 2013 | D3R cells, DiscoveRx beta-arrestin luminescence, antagonist mode; active compounds read low; in the data active means max response below about -50%; inconclusive means no clear call, values can overlap the other calls; further: on the % scale 0 is the no-effect control and ±100 the full control effect; mostly tested at two doses, the higher about 12 µM
Target sequence (P35462 whole entry, looked up): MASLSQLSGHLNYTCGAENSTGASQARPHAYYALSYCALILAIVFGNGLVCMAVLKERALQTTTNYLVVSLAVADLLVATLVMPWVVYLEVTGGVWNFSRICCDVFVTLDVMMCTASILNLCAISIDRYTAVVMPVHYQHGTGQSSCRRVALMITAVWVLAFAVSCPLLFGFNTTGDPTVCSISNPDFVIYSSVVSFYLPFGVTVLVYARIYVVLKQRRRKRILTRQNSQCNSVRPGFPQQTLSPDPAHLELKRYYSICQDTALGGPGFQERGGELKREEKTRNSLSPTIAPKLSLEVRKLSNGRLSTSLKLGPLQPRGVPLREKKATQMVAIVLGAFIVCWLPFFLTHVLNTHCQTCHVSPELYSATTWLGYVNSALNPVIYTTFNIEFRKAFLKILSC
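Cells expressing the human receptor were seeded at 1500 cells/well, incubated overnight at 37 degrees C in 5% CO2, then exposed to library compounds with dopamine controls for 90 minutes at 37 degrees C before luminescent detection.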
Mm-Cpn inhibitor: Inhibitors of TCP-1 ring complex (TRiC) of Methanococcus maripaludis (MmCpn): qHTS. Chaperonin Mm-Cpn (Methanococcus maripaludis). purified Mm-Cpn ATPase, ADP Transcreener TR-FRET. Potency, µM (top dose mostly 76.9 µM), for the others: top-dose activity, negative = inhibition, hits mostly inhibitors. hit rate 0.031% among 330,000. AID 504842, 2011; further: potency means the concentration at half of the fitted maximal effect; on the % scale 0 is the no-effect control and ±100 the full control effect; nearly all actives have a fitted effect of over 80% in size
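Inhibition of chaperonin ATP hydrolysis is measured as reduced ADP production, detected by competitive TR-FRET in which signal falls with ADP. Final enzyme 25 nM and ATP 10 uM, reacted 30 min at 37°C.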
D3 ag: qHTS of D3 Dopamine Receptor Agonist: qHTS; D(3) dopamine receptor (Homo sapiens), P35462; D3R DiscoveRx beta-arrestin cells, luminescence, 90 min; max activation, %; hit rate 0.58% among 410,000; AID 652048, 2013; in the data active means max activation above about 30%; further: 0% is about no effect; mostly tested at two doses, the higher about 12 µM
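Cells at 1500/well, incubated overnight, then treated with pinned compounds (dopamine as control) for 90 min at 37 degrees C. DiscoveRx reagent added for 30 - 60 minutes at room temperature; luminescence read.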
CCT chaperon mod: High-Throughput Screening for Modulators of Cytosolic Chaperonin Activity. hit rate 0.3% among 360,000. activity change, % (no concentration beside the values), hits read low. purified chaperonin ATPase assay, HTRF ADP detection, 30 min; in the data active means activity change below about -30%; further: on the % scale 0 is the no-effect control and ±100 the full control effect
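TRiC (40 or 20 nM final, by batch activity) in 30 mM Tris pH 7.4, 100 mM KCl, 5 mM MgCl2, 1 mM DTT was treated with compound at 76 uM single dose, then 10 uM ATP, 30 min at 37 °C. ADP was read by HTRF Transcreener.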
EPAC2 antag: qHTS for Antagonist of cAMP-regulated guanine nucleotide exchange factor 2 (EPAC2): primary screen; Rap guanine nucleotide exchange factor 4 (Homo sapiens), Q8WZA2; EPAC2 GEF exchange of Rap1B-BODIPY-GDP, fluorescence; Potency, µM (series often up to 114 µM), for inactives: at the highest dose activity, negative = inhibition, usual class: inhibitors; hit rate 0.18% among 360,000; AID 720708, 2013; further: potency means the concentration at half of the fitted maximal effect; on the % scale 0 is the no-effect control and ±100 the full control effect; nearly all actives have a fitted effect of over 45% in size; many of its hits are not listed in these tables
pAkt inh: HTS Assay for Inhibitors of Akt Phophorylation: Primary Screen; Neuro2A IGF-stimulated pAkt S473 HTRF, 20 min; active compounds read low; activity change, % for hits at 50 µM; hit rate 0.32% among 360,000; in the data active means activity change below about -80%; inconclusive means mostly about -51% to -80%; further: on the % scale 0 is the no-effect control and ±100 the full control effect
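Neuro2A cells (4,500/well, DMEM with 0.5% FBS) were treated with compound at a single 50 µM final concentration, stimulated with 6 nM IGF for 20 min at 37 °C, and lysed. Phospho-Akt Ser473 was read by HTRF as 665/615 ratio ×10^4.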
Active calls of the source: *; i = inactive; ? = inconclusive; . = no result given; & = joins results of further samples; [ ] = remark or other dose. Unless noted, the call rests on the fitted dose curve; in most records, active means well fitted curve in the direction sought with a large enough effect; inconclusive means small, poorly fitted or top-dose-only effect, or another doubt; inactive means no such curve, though single readings can be large; an effect the other way counts as inactive or inconclusive. A portion of the library; the hit share may differ from the screen's.

SMILES	PTHR1 ag	EPAC2 agonist	DRD3 antagonist	Mm-Cpn inhibitor	D3 ag	CCT chaperon mod	EPAC2 antag	pAkt inh
COc1ccc(N2CCN(S(=O)(=O)c3c(C)nc4sccn4c3=O)CC2)cc1	-33%	-7%	11	1%	2	0.2	-12%	i
Cc1ccc(Nc2cc(=O)n(C)c(=O)[nH]2)cc1C	i	-1%	-1	.	-2	-0.9	1%	i
Cn1c2c(c(=O)n(C)c1=O)CS(=O)c1ccccc1N2 (stereo not drawn)	-3%	-6%	-7	.	-2	-0.8	-18%	i
CC(=O)Nc1cc[n+](C(C)C(=O)c2ccccc2)cc1 (stereo not drawn)	-20%	6%	?	-1%	-19	0.6	1%	i
Cc1ccc2c(CC(=O)NCC(C)(C)N3CCOCC3)coc2c1	-50%	-7%	6	-2%	-1	2.2	-19%	i
CC1(C(=O)Nc2ccc3c(c2)OCO3)CCN1C(=O)Cc1cc(F)ccc1F (stereo not drawn)	i	9%	-10	.	-2	1.5	-3%	i
Cn1c(CCN2CCN(c3ccccn3)CC2)nc2cc(NS(=O)(=O)c3ccc(F)cc3)ccc21	i	2%	0	.	3	-0.5	7%	i
COCC(C)NC(=O)CSc1ncnc2sc(-c3ccccc3)cc12 (stereo not drawn)	-33%[inhibitor]	-12%	-4	-1%	4	-4.3	-1%	i
CC(=O)c1ccc(N(CC(=O)NC2CCCCC2)C(=O)c2csnn2)cc1	?	10%	-5	-1%	-1	-1.1	11%	i
CCn1c(C)cc(O)cc1=O	-3%	2%	-16	1%	-5	-1.0	1%	i
CCNC(=S)NNC(=O)c1ccc(OC(F)F)cc1	i	8%	19	0%	-5	-0.5	-2%	i
O=C(CSc1nc(-c2ccccc2)cc(=O)[nH]1)Nc1ccccc1F	-37%[inhibitor]	7%	1	0%	-2&1	0.1	5%	i
Cc1cccnc1C(NC(=O)C1CCN(Cc2ccc(Cl)cc2)CC1)c1ccc(F)cc1 (stereo not drawn)	i	8%	0	.	-17	-0.2	9%	i
O=C(Oc1cccc2cccnc12)c1cccc(-n2cnnn2)c1	i	0%	4	1%	7	-2.5	-2%	i
COc1cccc(C(=O)Nc2cccnc2)c1OC	i	1%	-2	-2%	2	0.6	3%	i
C[C@H](CO)N1C[C@H](C)[C@@H](CN(C)S(=O)(=O)c2ccc(F)cc2)Oc2ccc(NC(=O)CCN3CCOCC3)cc2C1=O	i	-5%	18	-4%	12	1.0	-8%	i
C[C@H]1COC(=O)[C@@H](Cc2ccc(F)cc2)C/C=C\C[C@H](CC(=O)N(CCO)Cc2ccccc2)C(=O)N1	5%	4%	0	0%	-2	-1.3	-6%	i
CCc1cc2c(NCC3CCCO3)ncnc2s1 (stereo not drawn)	i	4%	42	0%	3	1.5	4%	i
O=C(COC(=O)c1cccc(Oc2ccccc2)c1)NCc1ccco1	i	-5%	-4	2%	1	-1.0	1%	i
Cc1ccc(S(=O)(=O)N2CCN(c3ccccc3)CC2)s1	i	14%	2	1%	-1	-1.8	-6%	i
O=C1NC(=S)S/C1=C\c1cccc([N+](=O)[O-])c1	-28%	3%	1	.	5	-2.2	50µM*	i
COc1ccccc1C(=O)Oc1ccc2ccc(=O)oc2c1	-18%	14%	-14	-2%	-1	-1.4	2%	i
CC(C)Cn1c(N)c(C(=O)COC(=O)c2cnc(Cl)c(Cl)c2)c(=O)n(C)c1=O	-31%	5%	-1	2%	8	-2.9	-10%	i
O=C1c2ccccc2NC2(CCCCC2)N1N=C1CCCCC1	-10%	0%	7	-1%	-5	0.4	-11%	i
Cc1ccc(C)c(Nc2nc3ccccc3[nH]2)c1	-13%	9%	28	.	1	-0.1	-9%	i
O=C(COc1ccccc1)NC(=S)Nc1cccc2c(O)cccc12	i	1%	-28	.	-15	0.6	10%	i
COc1ccc(-c2nc(CCl)cs2)cc1OC	i	1%	0	-1%	-2	-1.3	-14%	i
CC(C)Cn1c(N)c(C(=O)COC(=O)c2cccn2C)c(=O)n(C)c1=O	-15%	-4%	7	0%	3	1.3	1%	i
COc1ccc2[nH]c3c(c2c1)CCN1C(=O)C(CC(=O)NCC24CC5CC(CC(C5)C2)C4)C[C@H](C(=O)N2CCCCC2)[C@@]31C (stereo partly drawn)	i	-3%	?	2%	10	-4.0	10%	i
O=C(NC(=S)N1CCN(c2ccc([N+](=O)[O-])cc2)CC1)c1ccc(F)cc1	-41%[inhibitor]	25%	-26	2%	-4	-3.3	-6%	i
CCOc1ccc(NC(=O)Nc2cccc(C)n2)cc1	-19%&-25%	3%	3	0%	-6&-4	0.7	16%	i
COc1ccc(CCC(=O)Nc2ccc(N3CCOCC3)c(S(=O)(=O)Nc3ccc(OC)cc3)c2)cc1	i	25%	-14	.	-5	0.0	0%	i
CC(=C/c1ccc(C(C)C)cc1)/C=N/NC(=O)Cn1nc(C)cc1C	-17%	-12%	13	1%	2	1.9	-5%	i
O=C(NCCNC(=O)c1ccccc1Cl)c1ccco1	i	5%	11	3%	6	1.8	17%	i
COc1ccc(-n2cnnc2SCC(=O)c2cc(C)n(Cc3cccs3)c2C)cc1	-3%[57.5 µM]	7%	-23	-1%	-8	-2.5	-5%	i
CN(c1ccc(O)cc1)S(=O)(=O)c1ccc2ccccc2c1	-31%	11%	-3	2%	-13	0.4	-25%	i
Cc1cccc(NC(=O)c2nc[nH]c2C(=O)Nc2cccc(C)c2)c1	-1%	-4%	11	2%	4	1.1	3%	i
O=C(O)c1cccc(NS(=O)(=O)c2ccc(NC(=O)c3ccco3)cc2)c1	-4%	5%	1	0%	9	-0.6	5%	i
CCc1c(C(=O)NCCc2cccc(C)c2)[nH]c(C)c1C(C)=O	-12%	4%	5	0%	-16	-1.3	-15%	i
COc1cc(C(=O)N2CCC(O)(c3ccccc3)CC2)cc(OC)c1OC	i	-7%	-8	-1%	-1	-1.5	7%	i

Single records (already shown). Order of screens: PTHR1 ag | EPAC2 agonist | DRD3 antagonist | Mm-Cpn inhibitor | D3 ag | CCT chaperon mod | EPAC2 antag | pAkt inh
Listed for COc1ccccc1C(=O)Oc1ccc2ccc(=O)oc2c1 → -18% | 14% | -14 | -2% | -1 | -1.4 | 2% | i
Listed for CN(c1ccc(O)cc1)S(=O)(=O)c1ccc2ccccc2c1 → -31% | 11% | -3 | 2% | -13 | 0.4 | -25% | i

Other structures
SMILES	PTHR1 ag	EPAC2 agonist	DRD3 antagonist	Mm-Cpn inhibitor	D3 ag	CCT chaperon mod	EPAC2 antag	pAkt inh
Cc1ccc(-c2noc(N=O)c2NO)cc1	i	6%	10	1%	7	-1.3	-7%	i
CC(=O)c1ccc(OCc2ccc(Oc3c(Cl)cccc3[N+](=O)[O-])cc2)cc1	-31%[inhibitor]	14%	7	3%	6	-5.2	-3%	i
CN(CCc1ccccc1)C(=O)c1cccc(NC(=O)Cc2cccc(NC(=O)C3CCCN(S(=O)(=O)c4cccc([N+](=O)[O-])c4)C3)c2)c1 (stereo not drawn)	-14%	11%	?	.	-8	-1.1	2%	i
COc1cc2ccc(=O)oc2cc1OCC(O)C(C)(C)O (stereo not drawn)	-4%	2%	2	-3%	-4	-0.5	1%	i
Cc1cc(F)ccc1NC(=O)c1cc(S(=O)(=O)N2CCCC2)cn1C	-3%	1%	-7	-1%	-4	-2.0	4%	i
O=C(c1cc(Cl)ccc1Cl)N1CCN(Cc2ccccc2)CC1	-13%	1%	-2	-1%	-10	-0.7	-13%	i
Cc1nnc(N(Cc2ccccc2)C(=O)c2cnccn2)s1	i	5%	-3	-1%	-3	-6.2	-4%	i
CCOC(=O)c1ccc(Nc2ncnc3nc[nH]c23)cc1	i	-4%	-7	-3%	0	-0.1	15%	i
C=CCn1c(Cc2c[nH]c3ccccc23)n[nH]c1=S	i	3%	4	-2%	3	-0.1	5%	i
CCOc1cc(N2CCOCC2)c(OCC)cc1NC(=O)CN1C(=O)C2CC=CCC2C1=O (stereo not drawn)	-2%	-7%	1	-1%	4	-0.8	-3%	i
CCN(CC)CCN(C)Cc1ccc(Br)cc1	-5%[57.5 µM]	4%	-55*	0%	-25	3.6	10%	i
COC(=O)c1ccc(NC(=O)C2CCCN2C(=O)OCc2ccccc2)cc1 (stereo not drawn)	i	6%	-6	0%	-1	-2.9	-11%	i
CCCCn1nc(C(=O)NC2=NCCS2)c2ccccc2c1=O	i	2%	11	2%	0	0.6	4%	i
CC1CCCC(N2CCN(C(=O)c3ccccc3F)CC2)C1 (stereo not drawn)	i	-4%	-8	-3%	-1	-7.4	5%	i
CCOc1ccccc1-n1nnnc1SCc1nc2ccccc2s1	-36%[inhibitor]	15%	17	-5%	-5	-2.4	-1%	i
CCC(C)c1ccc(NC(=S)Nc2ccc(OC)c(OC)c2)cc1 (stereo not drawn)	-83%[inhibitor][57.5 µM]	1%	?	-1%	5	-0.8	-16%	i
Cc1ncc([N+](=O)[O-])n1CCOC(=O)NC(NCc1cccnc1)C(Cl)(Cl)Cl (stereo not drawn)	i	14%	?	2%	-2	-2.3	-5%	i
O=C(CCN1CCN(c2ccccc2F)CC1)Nc1ccccc1Cl	i	17%	?	-2%	7	-1.9	-11%	i
Cc1c(NC(=S)NC(=O)c2ccco2)cccc1-c1nc2ncccc2o1	-9%	6%	-8	0%	4	-1.7	1%	i
Cc1ccc(CSCc2ccc(C(=O)NCC3CCCO3)o2)cc1 (stereo not drawn)	-12%	0%	-2	-2%	21	-1.0	1%	i
CCCCNC(=S)NCc1ccc2c(c1)cc(C)n2C	-23%	6%	?	-9%	-5	-0.4	9%	i
C=CCSc1nnc2c(n1)OC(c1cccnc1)N(C(C)=O)c1ccccc1-2 (stereo not drawn)	-4%[57.5 µM]	-7%	6	-3%	1	-0.8	-4%	i
